Screening results as filed in PubChem BioAssay.
PfGluPho inh = PfG6PD (Plasmodium falciparum) enzyme inhibition | PfGluPho enzyme, NADPH resazurin-diaphorase fluorescence | inhibition, % at 20 µM | actives 0.78% (n = 350,000);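 active = inhibition reaching at least a set limit at 20 µM in the primary screen, cut at about 59% in these data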;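 also: 0% = DMSO wells with substrate and 100% = DMSO wells lacking glucose-6-phosphate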
ATG4B inhibitor = ATG4B (human) cysteine protease inhibition; Q9Y4P1; actives 0.51% (n = 340,000); ATG4B cleavage of LC3-PLA2, NBD-HPC fluorescence, 1 h; AID 504462; inhibition, % at 8.33 µM; in the data active = inhibition above about 40%
Target sequence (Q9Y4P1 whole entry, looked up): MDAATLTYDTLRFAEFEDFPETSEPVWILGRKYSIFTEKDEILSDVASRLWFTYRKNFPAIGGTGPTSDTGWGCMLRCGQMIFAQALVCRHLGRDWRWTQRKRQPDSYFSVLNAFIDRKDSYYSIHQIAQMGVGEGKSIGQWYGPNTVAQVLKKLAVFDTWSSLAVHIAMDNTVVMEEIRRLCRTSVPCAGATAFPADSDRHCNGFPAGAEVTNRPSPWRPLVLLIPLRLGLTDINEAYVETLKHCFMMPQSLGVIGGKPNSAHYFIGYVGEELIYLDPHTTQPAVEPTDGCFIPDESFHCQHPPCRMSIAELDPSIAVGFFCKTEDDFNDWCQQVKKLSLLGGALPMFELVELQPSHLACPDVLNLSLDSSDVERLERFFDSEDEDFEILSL
SENP6 block = SENP6 protease inhibition; Recombinant SENP6 catalytic domain, aminoluciferin luminescence; inhibition, % at 10 µM; actives 1.8% (n = 330,000); AID 2599;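 active = inhibition above about 50% at the single tested dose, limit read from the data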;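 also: plate controls were DMSO wells with enzyme for no effect and DMSO wells lacking enzyme for full effect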
SENP7 inh = inhibitors of human SENP7 protease; Q9BQF6; recombinant SENP7, Z-RLRGG-aminoluciferin luminescence, 40 min; inhibition, % at 5 µM; actives 1.5% (n = 330,000);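 active = inhibition above about 50% at the single test dose, limit read from the data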;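 also: plate controls were DMSO with enzyme for no effect and no enzyme buffer wells for full effect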
GRIN3A LBD mod = NR3A (human) ligand-binding domain modulation. NR3A LBD differential scanning fluorimetry, Tm shift; 0% = protein alone, 100% = glycine-bound protein. Tm shift relative to glycine control, % at 25 µM. actives 2.5% (n = 340,000);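 active = melting temperature shift of at least 10% of the positive control shift, at one fixed dose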
SENP8 block = SENP8 (human) protease inhibition. actives 0.64% (n = 360,000). AID 602440. Q96LD8. recombinant SENP8, Nedd8 substrate fluorescence. inhibition, % at 20 µM; in the data active = inhibition mostly above about 40%, no sharp cut-off; inactive = mostly below about 27%
Target sequence (Q96LD8 whole entry, looked up): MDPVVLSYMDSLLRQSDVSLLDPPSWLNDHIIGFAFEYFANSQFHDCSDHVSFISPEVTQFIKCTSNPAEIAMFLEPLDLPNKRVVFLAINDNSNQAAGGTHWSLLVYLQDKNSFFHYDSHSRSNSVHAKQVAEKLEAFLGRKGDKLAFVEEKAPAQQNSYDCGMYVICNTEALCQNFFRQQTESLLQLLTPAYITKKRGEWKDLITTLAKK
HKDC1 inh = blocks human hexokinase HKDC1 activity; Q2TB90; actives 0.16% (n = 340,000); inhibition, % at 20 µM; recombinant HKDC1, G6PDH/diaphorase resazurin coupled fluorescence; AID 493160;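 active = inhibition above about 35% when tested at 20 µM, limit read from the data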;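 also: plate controls were DMSO wells with enzyme for no effect and DMSO wells lacking enzyme for full effect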
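Test system: recombinant HKDC1 (HK5) hexokinase enzyme, produced in-house / Doses: 20 µM test compound, 1% DMSO / Timing: 90 min, room temperature / Detection: G6PDH/diaphorase-coupled fluorescence, 1 mM NADP, 100 µM resazurin, 525/613 nm / Control set: DMSO wells with and without enzyme mix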
MPTP block = inhibitors of mitochondrial permeability transition pore. isolated mouse mitochondria, Ca2+ swelling absorbance, 30 min. inhibition, % at 10 µM. actives 1.4% (n = 360,000). AID 602449;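 active = inhibition of 50% or more, scaled per plate between neutral and stimulator controls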;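 also: 0% = DMSO wells given calcium and 100% = 1 mM EGTA wells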
An asterisk follows results filed as active; . = no result given; & = joins results of further samples; ! = not active in a repeat.

SMILES	PfGluPho inh	ATG4B inhibitor	SENP6 block	SENP7 inh	GRIN3A LBD mod	SENP8 block	HKDC1 inh	MPTP block
CN(C(=O)c1cccc(NC(=O)Cc2ccc([N+](=O)[O-])cc2)c1)C1CC1	1	-12	2	-3	-3	2	4	-0.5
COc1ccc(CCNC(=O)c2ccc(CS(=O)Cc3ccc(C)cc3)o2)cc1OC (stereo unspecified)	-10	-5	3	9	-1	11	-3	-0.2
O=C(COc1cccc2c1CCNC2=O)Nc1cccc(F)c1	1	-2	-14	-17	0	-3	1	-1.3
Cc1cc(O)c(C=Nc2ccc(N3CCOCC3)cc2)c(C)c1Cl	14	-3	57*	82*	5	22	3	0.5
Cc1cc(NS(=O)(=O)c2ccccc2)c([N+](=O)[O-])cc1C	-8	-2	-10	-7	1	6	1	-0.4
CSc1nc2c(c(=O)[nH]1)C(c1ccc(Br)cc1)CC(=O)N2 (stereo unspecified)	2	-3	-24	6	0	13	6	-1.2
COc1ccc(NC(=O)Nc2ccon2)cc1OC	10	-4	-3	-9	1	5	-5	-0.4
O=C(N/N=C/c1ccc(O)cc1O)NC12CC3CC(CC(C3)C1)C2	-13	-6	-2	2	0	-7	1	1.0
COCCC(=O)Nc1c(-c2ccccc2)c2cc(Br)ccc2[nH]c1=O	-6	1	6	-4	1	-12	-5	0.5
COc1cc(/C=N/N2CCN(c3ccccc3)CC2)ccc1OC(C)=O	8	-6	-13	13	1	10	-3	1.0
CCNC(=O)C1CCCN1C(=O)C(CCCN=C(N)N)NC(=O)C(CC(C)C)NC(=O)C(Cc1cn(Cc2ccccc2)cn1)NC(=O)C(Cc1ccc(O)cc1)NC(=O)C(CO)NC(=O)C(Cc1c[nH]c2ccccc12)NC(=O)C(Cc1cnc[nH]1)NC(=O)C1CCC(=O)N1 (stereo unspecified)	0	3	0	10	1	14	-6	-1.8
COc1cc(NS(=O)(=O)c2ccc(NC(=S)NC(=O)c3ccc(F)c(F)c3)cc2)nc(OC)n1	-25	6	-9	4	-7	2	3	-1.2
COc1cc(CNc2ccc3c(c2)CCC3)cc(OC)c1O	13	-9	18	18	0	-20	5	-3.2
CCOC(=O)C1(Cc2ccccc2C)CCCN(C(=O)c2ccc3nccnc3c2)C1 (stereo unspecified)	-3	-5	1	12	3	-1	-1	0.5
CC(C)N1C(=O)C2C(C(=O)NC3CCCCC3)C3C=CC2(O3)C1C(=O)NC1CCCCC1 (stereo unspecified)	-1	-6	-10	11	-1	10	-3	1.5
CC(=O)Nc1c(C(=O)O)ccc(C)c1OCc1ccccc1	2	-10	.	.	-1	15	-9	-0.4
Cc1nn(-c2ccccc2)c(Cl)c1/C=N/NC(=O)c1nn(C)cc1[N+](=O)[O-]	-1	1	4	5	-1	12	5	-0.1
O=C(NNS(=O)(=O)c1ccc(Cl)cc1)c1cccc(S(=O)(=O)N2CCOCC2)c1	-19	-3	11	0	0	7	-6	4.8
O=c1oc2ccccc2c(NCc2ccccc2F)c1[N+](=O)[O-]	-12	2	3	-6	0	16	-3	-5.9
Nc1nc(-c2ccccn2)nc(N)c1Cc1ccc(Cl)cc1Cl	10	-5	-17	-6	-2	-5	0	-3.0

3 compounds out of the list above, ordered by their value in ATG4B inhibitor, falling:
smiles | ATG4B inhibitor
COc1cc(NS(=O)(=O)c2ccc(NC(=S)NC(=O)c3ccc(F)c(F)c3)cc2)nc(OC)n1 | 6
O=c1oc2ccccc2c(NCc2ccccc2F)c1[N+](=O)[O-] | 2
O=C(NNS(=O)(=O)c1ccc(Cl)cc1)c1cccc(S(=O)(=O)N2CCOCC2)c1 | -3

(more compounds)
SMILES	PfGluPho inh	ATG4B inhibitor	SENP6 block	SENP7 inh	GRIN3A LBD mod	SENP8 block	HKDC1 inh	MPTP block
O=C(OCC(=O)N1CCCC1)c1cc(Cl)ccc1[N+](=O)[O-]	-16	2	-18	-1	-2	10	-5	0.3
CCn1c(Cc2ccccc2)nnc1SCC(=O)N1CCCCC1	11	-13	4	1	1	24	0	-2.6
COc1ccc(-c2noc(CCC(=O)Nc3ccc4c(c3)OCCO4)n2)cc1	4	-12	9	-6	-3	27	0	28
CCN(CCNC(=O)CN1CCN(Cc2ccc(Cl)cc2)C1=O)c1ccccc1	4	-9	-26	-6	1	33	6	-3.2
CC(=O)c1cc2c(cc1NC(=O)CCn1cnnn1)OCO2	-7	6	-2	-1	1	-289	-2	-0.1
CCOc1ccc(NC(=O)CN2C(=O)CSc3ccc(S(=O)(=O)N4CCCC4)cc32)cc1	-2	0	-4	-4	0	8	-1	-0.3
CCc1nnc(SCC(=O)Nc2ccc(N3CCOCC3)cc2)o1	-9	-6	-26	3	1	15	-2	-2.0
Cc1ccccc1NC(=S)NCCc1ccccc1	-2	0	-14	2	2	13	2	-0.5
O=C(CCC(=O)N1CCCCCC1)NCc1ccc(F)cc1	4	-5	-6	-7	1	5	-7	0.7
COc1ccc2c3c1OC1CC(O)C=CC31CCN(C)C2 (stereo unspecified)	-1&-10	4&-5	-6&7	-4&-4	1&-2	42*!	-5&0	-0.2&-1.9
Cc1ccc(NC(=O)N2C3CCCC2CC(NC(=O)C(C)(C)C)C3)cc1 (stereo unspecified)	5	-8	16	6	-3	11	-5	0.9
CN(C(=O)COC(=O)c1ccc(Cl)c(S(=O)(=O)NCc2ccccc2)c1)C1CCS(=O)(=O)C1 (stereo unspecified)	-6	0	.	.	-1	10	-5	-1.1
COC(=O)c1sc(C(F)(F)F)c(-c2ccccc2)c1S(=O)(=O)N(C)C	11	-1	-7	-7	1	15	-1	1.6
COc1ccc(OCC(O)Cn2c(N3CCCCC3)nc3c2c(=O)[nH]c(=O)n3C)cc1 (stereo unspecified)	14	-5	-10	0	4	11	1	0.0
O=C(Nc1ccc(Br)cc1)c1cccn1-c1ncc(C(F)(F)F)cc1Cl	15	5	-4	-6	13*	-2	-1	4.6
O=C(CCCCCn1c(SCc2ccncc2)nc2ccccc2c1=O)NCc1ccco1	23	20	-6	7	-1	-3	14	3.8
CCOC(=O)C(C)n1cnc2c1c(=O)[nH]c(=O)n2C (stereo unspecified)	-10	2	-45	3	-2	1	1	-0.5
FC(F)(F)c1cccc(NC(=S)N(CCCN2CCCC2)Cc2cccn2Cc2ccc(Cl)cc2)c1	2	2	-12	0	-8	23	-3	12
Cc1cc(C)c(NC(=S)N2CCC(N(C)CC3CCCO3)CC2)c(C)c1 (stereo unspecified)	2	3	-12	5	0	19	-8	-0.9
CSCCC(NC(=O)C12CC3CC(CC(C3)C1)C2)C(=O)OCC(=O)c1ccccc1 (stereo unspecified)	-2	2	-2	4	-2	-2	-7	2.7

6 structures out of the list, arranged by SMILES length, falling.
SMILES	PfGluPho inh	ATG4B inhibitor	SENP6 block	SENP7 inh	GRIN3A LBD mod	SENP8 block	HKDC1 inh	MPTP block
COc1ccc(OCC(O)Cn2c(N3CCCCC3)nc3c2c(=O)[nH]c(=O)n3C)cc1 (stereo unspecified)	14	-5	-10	0	4	11	1	0.0
COC(=O)c1sc(C(F)(F)F)c(-c2ccccc2)c1S(=O)(=O)N(C)C	11	-1	-7	-7	1	15	-1	1.6
O=C(CCCCCn1c(SCc2ccncc2)nc2ccccc2c1=O)NCc1ccco1	23	20	-6	7	-1	-3	14	3.8
Cc1ccc(NC(=O)N2C3CCCC2CC(NC(=O)C(C)(C)C)C3)cc1 (stereo unspecified)	5	-8	16	6	-3	11	-5	0.9
Cc1cc(C)c(NC(=S)N2CCC(N(C)CC3CCCO3)CC2)c(C)c1 (stereo unspecified)	2	3	-12	5	0	19	-8	-0.9
CCOC(=O)C(C)n1cnc2c1c(=O)[nH]c(=O)n2C (stereo unspecified)	-10	2	-45	3	-2	1	1	-0.5

Continued:
SMILES	PfGluPho inh	ATG4B inhibitor	SENP6 block	SENP7 inh	GRIN3A LBD mod	SENP8 block	HKDC1 inh	MPTP block
O=C(Cc1cccs1)NC1CCCC1	-11	-3	-21	-8	-1	11	-4	-3.8
Fc1ccc(Cn2c(-c3cscn3)nc3ccccc32)c(Cl)c1	-10	-6	4	9	-3	-4	1	1.0
CCCc1cc(C(=O)Nc2cccc3ccccc23)n(C)n1	5	-12	-10	-6	-2	-22	-3	0.9
CC(=O)Nc1ccc(NC(=O)CSc2ccc([N+](=O)[O-])cn2)cc1	3	27	3	-10	-2	18	-6	-0.1
CC(=O)C(C(C)=O)c1c(Cl)c(O)c(O)c2c(C(=O)c3ccccc3)coc12	46	7	-28	-6	-15	29	4	3.4
CCCc1nc2ccc(NC(=O)c3cccs3)cc2c(=O)n1Cc1ccccc1Cl	13	28	3	-3	3	-10	-5	0.8
O=C(CN1C(=O)c2ccc([N+](=O)[O-])cc2C1=O)NC1CCCCCC1	-4	-17	1	-3	3	24	-1	-0.9
Cc1csc(NC(=O)CN2C(=O)c3ccccc3S2(=O)=O)n1	-9	5	12	-4	0	11	-2	0.1
Cc1ccc(NCCC(=O)c2cccs2)cc1Cl	22	13	-29	1	-46	10	0	1.3
N#C/C(=C\c1ccc(-c2ccccc2[N+](=O)[O-])o1)C(N)=O	25	-7	3	-8	1	36	10	0.5
CC(=O)N1CCc2cc(S(=O)(=O)CCC(=O)N(C)c3cc(C)ccc3C)ccc21	3	3	-3	-11	0	16	-5	-0.6
O=C(c1cc(-c2ccc(F)cc2)on1)N1CCCc2ccccc21	10	0	-16	4	0	3	3	2.5
